# PG9 binder: binders of HIV-1 gp120 antibody PG9, primary screen, biochemical, TR-FRET; inhibition, % at 6.7 µM; TR-FRET gp120-PG9 antibody binding; HIV-1 gp120 / PG9 antibody interaction; 0.43% of 360,000 active; in the data active means inhibition above about 8.5%
# LEDGF integ inh: blockers of LEDGF/p75-dependent integrase strand transfer – biochemical, TR-FRET, high throughput, primary screen | inhibition, % at 3.7 µM | TR-FRET IN-LEDGF/p75 DNA integration, Eu/Cy5 | 0.64% of 370,000 active;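 active means inhibition above the screen-wide mean plus 3 SD, cut at about 13% in these data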;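 further: signal is the Cy5 over europium emission ratio at 671 and 618 nm; 0% = plate median of compound wells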
# ABHD4 inh: ABHD4 inhibitors, primary screen, biochemical, fluorescence polarization, mouse. (Lyso)-N-acylphosphatidylethanolamine lipase (Mus musculus), Q8VD66. AID 720543, 2013. 0.54% of 370,000 active. purified mABHD4, FP-Rh probe fluorescence polarization. inhibition, % at 8.92 µM;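 active means inhibition exceeding the mean over every tested compound plus 3 SD, cut at about 30% in these data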;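 further: 0% = plate median of compound wells and 100% = S159A mutant with DMSO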
# Target sequence (Q8VD66 whole entry, looked up): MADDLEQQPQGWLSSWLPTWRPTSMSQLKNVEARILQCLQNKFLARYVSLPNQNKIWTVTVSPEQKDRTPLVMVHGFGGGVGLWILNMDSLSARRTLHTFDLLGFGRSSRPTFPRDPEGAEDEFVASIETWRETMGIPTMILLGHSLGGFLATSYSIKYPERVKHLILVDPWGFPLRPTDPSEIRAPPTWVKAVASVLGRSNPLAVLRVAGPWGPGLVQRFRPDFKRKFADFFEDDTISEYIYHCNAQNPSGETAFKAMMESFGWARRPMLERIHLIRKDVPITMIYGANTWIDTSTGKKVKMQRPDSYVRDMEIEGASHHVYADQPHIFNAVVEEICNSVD
#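 Test system: mouse ABHD4 enzyme, wild type. Reagent: FP-Rh fluorescent activity-based probe, added after compound pre-incubation. Timing: pre-incubation 45 min, probe exposure 60 min, at 25 °C. Technique: FP readout, ex 525 nm / em 598 nm. Benchmarks: high control S159A mutant with DMSO, low control median of compound wells.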
# TCR-CD3 inh: inhibitors of human TCR-CD3 interaction, primary screen, biochemical, fluorescence, TAMRA-labeled TCR probe; T-cell receptor (TCR); inhibition, % at 9.4 µM; 0.37% of 360,000 active; in the data active means inhibition above about 19%;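 further: recombinant mutant TCR 2C K166C tagged with TAMRA read by polarization; 0% = receptor in buffer alone and 100% = receptor with positive control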
# NR1D1 modulator: modulators of Rev-erb alpha DNA binding, primary screen, biochemical, FITC-DNA, fluorescence polarization, uHTS; Rev-erbα–FITC-DNA binding, 90 min; activity, % at 10 µM; 0.79% of 370,000 active;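 active means activity above about 14%, limit read from the data; passing the limit was not always enough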;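 further: 0% = DMSO wells with 35 nM protein and 100% = DMSO wells with 750 nM protein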
# PRMT1 FP inh: PRMT1 methyltransferase inhibitors, primary screen, biochemical, fluorescence polarization | Protein arginine N-methyltransferase 1 (Homo sapiens), Q99873 | recombinant PRMT1, activity-based probe fluorescence polarization | inhibition, % at 2.79 µM | 1.3% of 370,000 active;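 active means inhibition above about 21% made by adding two undisclosed values, limit read from the data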
# Target sequence (Q99873 whole entry, looked up): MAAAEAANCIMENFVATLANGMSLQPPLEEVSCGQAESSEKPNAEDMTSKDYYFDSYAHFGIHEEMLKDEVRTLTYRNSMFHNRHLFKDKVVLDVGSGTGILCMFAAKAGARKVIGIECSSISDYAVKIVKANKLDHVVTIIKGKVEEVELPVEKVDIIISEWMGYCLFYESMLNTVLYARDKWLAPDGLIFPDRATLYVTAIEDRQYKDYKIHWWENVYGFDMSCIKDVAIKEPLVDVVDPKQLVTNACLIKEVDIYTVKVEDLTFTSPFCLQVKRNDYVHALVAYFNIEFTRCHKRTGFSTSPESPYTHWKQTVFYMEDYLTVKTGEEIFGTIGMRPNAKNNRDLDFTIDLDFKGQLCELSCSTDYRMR
# HTRA1 inh: HTRA1 serine protease inhibitors, primary screen, biochemical, fluorescence polarization, HTS; Q92743; recombinant HTRA1, FP-rhodamine activity-based probe; inhibition, % at 5.96 µM; 0.5% of 340,000 active; in the data active means inhibition above about 36%;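 further: 0% = enzyme with DMSO and 100% = wells lacking enzyme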
# rCAG RNA binder: binders of r(CAG) RNA repeats, primary screen, biochemical, fluorescence. r(CAG) RNA repeat, TO-PRO-1 dye displacement fluorescence. AID 651821, 2012. inhibition, % at 3 µM. 1.3% of 370,000 active;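 active means inhibition above the plate cutoff, the mean of all test compounds on that plate plus 3 SD, cut at about 35% in these data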;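 further: 0% = DMSO alone and 100% = 100 µM mitoxantrone as full dye displacement; higher means more dye released from RNA so lower well fluorescence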
# TDP2 absorb: human TDP2 enzyme inhibitors, primary screen, biochemical, epi absorbance, recombinant enzyme | Tyrosyl-DNA phosphodiesterase 2 (Homo sapiens), O95551 | T5PNP hydrolysis, p-nitrophenol absorbance 415 nm | inhibition, % at 12.8 µM | 0.34% of 370,000 active;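 active means inhibition above the mean of all tested compounds plus 3 SD, set per campaign, cut at about 25% in these data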;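 further: 0% = DMSO with enzyme and 100% = buffer with substrate but no TDP2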
#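 System – recombinant human TDP2 · Quantity – TDP2 enzyme at 120 nM final · Doses – single concentration, 12.8 µM nominal, with 1% DMSO · Incubation – 2 h at 37 °C · Measured by – epi absorbance of p-nitrophenol freed from T5PNP by hydrolysis · Read-out – % inhibition relative to enzyme-containing and enzyme-free wells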
# SIAE primary: human SIAE inhibitors, primary screen, biochemical, fluorescence polarization, FP-Rh probe, 1536-well HTS; inhibition, % at 9.66 µM; 0.69% of 370,000 active; SIAE FP-Rh probe binding; AID 1053197, 2014;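 active means inhibition above a cutoff: mean of compounds within the control limits plus 3 SD of those, cut at about 17% in these data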;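 further: 0% = plate median of compound wells and 100% = probe without SIAE protein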
# * = called active by the depositor; x = no result given.
SMILES,PG9 binder,LEDGF integ inh,ABHD4 inh,TCR-CD3 inh,NR1D1 modulator,PRMT1 FP inh,HTRA1 inh,rCAG RNA binder,TDP2 absorb,SIAE primary
Cc1ccc(NC(=O)c2ccc3ncsc3c2)cc1S(=O)(=O)N(C)C,-0.1,4,-8,0,-4,14,x,12,18,0
COc1cccc(Oc2nc(N)ncc2[N+](=O)[O-])c1,-0.6,-2,2,2,14,0,-1,0,2,2
O=C(Cn1ncc2c([nH]c3ccccc32)c1=O)NCC1CCN(Cc2ccc(F)cc2)CC1,-0.6,1,4,3,3,-1,3,0,2,-2
CCOc1ccccc1C(=O)Nc1nnc(C(C)C)s1,-1.0,-2,-6,4,-3,1,-8,-1,4,1
Cc1noc(C)c1C(=O)Nc1nc2ccc(S(C)(=O)=O)cc2s1,-2.7,1,3,3,-2,1,-1,2,4,-4
COc1cc(C(=O)Nc2ccc(OCC(=O)N3CCOCC3)cc2C)cc(OC)c1OC,1.0,-1,5,-3,-1,3,1,-3,-4,5
COC(=O)CC1(c2ccc(OC)cc2)C(=O)c2ccccc2C1=O,0.3,-4,6,-8,2,5,1,-6,1,-5
O=C(Nc1cccc(C(=O)Nc2ccccc2F)c1)c1ccccc1,0.7,1,-6,7,-5,-3,-29,9,0,-3
CCN(CC(=O)Nc1ccc(OC)cc1)CC(=O)Nc1ccc(Br)cc1F,-1.6,-5,2,-5,-1,3,-7,-3,0,0
O=C(c1cc(Cl)nc2ccccc12)N1CCN(S(=O)(=O)c2cccc(F)c2)CC1,3.3,4,-12,-2,-4,6,-7,1,-5,4
Cc1ccc(NC(=O)CCn2nc(C)cc2C)cc1,-1.6,-3,0,3,2,-2,13,6,7,-2
CCOc1ccc(C(=O)Nc2cccc(-c3ccc4nncn4n3)c2)cc1,0.6,2,-7,5,-1,0,-12,2,13,-11
C/C(=N\Nc1nncc2ccccc12)c1cccc(OC(F)F)c1,-1.1,-2,3,6,8,-2,-7,1,11,4
Cc1ccc2nc(N3CCN(C(=O)CCCC(=O)O)CC3)nc(-c3ccccc3)c2c1,1.7,6,-5,-3,3,0,-4,11,-11,7
O=C(CNC(=S)N(Cc1ccccc1F)C1CCCCC1)NCC1CCCO1 (configuration not stated),-0.6,5,3,4,-3,-9,-4,-8,8,5
NC(=S)N1OC[C@@H]2COc3ccc4ccccc4c3[C@@H]21,-0.9,-4,0,1,5,2,-14,4,0,-3
CCN1CCN(c2ncnc3c2sc2nc(N4CCOCC4)c4c(c23)CCC4)CC1,1.4,1,2,0,4,2,3,1,8,-1
CCc1cc(-c2[nH]ncc2-c2nc3ccccc3n2C)c(O)cc1O,-0.8,-3,12,-6,-2,1,15,-1,6,2
O=[N+]([O-])c1ccccc1S(=O)(=O)Nc1cccc(S(=O)(=O)N2CCCC2)c1,0.8,-8,3,-2,0,-1,9,9,4,-3
CC(C)OCCCNC(=O)Cn1ccc2cc(S(=O)(=O)N3CCCCCC3)ccc21,-1.2,3,1,7,-5,-1,1,-5,-8,-3
O=C(O)c1nn(CCSc2ccccc2F)c(=O)c2ccccc12,0.1,-2,-4,2,6,1,-2,-4,-2,-4
CCc1cccc2c(C(=O)COC(=O)c3cccc(S(=O)(=O)N(C)C4CCCCC4)c3)c[nH]c12,1.4,1,-1,1,-1,2,-3,1,6,-3
CCCCCCCCN1C(=O)[C@@H](CC(=O)NCCCOC)C[C@@]2(C(=O)OC)C1=C[C@H](COCc1ccccc1)O[C@@H]2C,x,-3,-4,x,0,-1,x,5,2,-2
N#CCCN(C(=O)c1cc2c(s1)-c1ccccc1S(=O)(=O)C2)c1ccccc1,0.5,4,-10,0,6,-6,0,5,-18,-7
Cc1cccc(CCNC(=O)CCc2c(C)nc3ncnn3c2C)c1,2.7,1,-9,-5,-4,1,5,-1,1,3
CC(C)CC(=O)NCCCCc1ccccc1,-2.9,3,2,0,-2,1,1,-2,5,2
Cc1ccc(Cl)cc1N(CC(=O)Nc1cccc(N(C)S(C)(=O)=O)c1)S(C)(=O)=O,-0.9,-5,1,-5,-9,0,2,0,6,-1
Cc1cc(NC(=O)c2ccc3c(c2)OCCO3)ccc1NC(=O)c1cc2ccccc2o1,-2.7,2,-12,7,0,-1,-21,5,8,-10
O=C(N[C@H](C(=O)N1CCC[C@H]1C(=O)NCCc1ccccc1Cl)C1CCCCC1)c1cccs1,0.1,6,-21,-1,-2,-1,x,1,-11,4
O=C(c1cc(C(=O)N2CCCC2)cc([N+](=O)[O-])c1)N1CCCC1,-0.4,-5,4,-7,4,2,7,-2,-1,-4
Nn1c(Cc2cccc3ccccc23)nnc1SCc1ccc(Cl)c(Cl)c1,0.7,0,-8,-6,5,2,-44,1,1,-21
O=C(CS(=O)(=O)c1ccccc1)Nc1ccccc1Br,1.3,2,0,7,-2,-3,0,1,10,0
COc1ccc(S(=O)(=O)N2CCCC(C(=O)NCCC(C)C)C2)cc1 (configuration not stated),-2.0,1,-3,3,7,0,-6,-5,-9,-4
O=C(CN1C(=O)NC2(CCCc3ccccc32)C1=O)N1CCN(c2cccc(C(F)(F)F)c2)CC1 (configuration not stated),4.2,0,1,4,-13,-5,0,0,0,7
Cc1ccc(C)c(CS(=O)(=O)c2cn(CC(=O)N3CCC(C)CC3)c3ccccc23)c1,-0.3,1,2,-4,4,1,-15,-3,5,-3
CCc1cc(CNC(=O)CC2C(=O)NCCN2Cc2ccc(-c3ccccc3)cc2)on1 (configuration not stated),-1.4,-2,6,-2,3,-4,-10,-1,-9,-2
CCN1CCCC1CNC(=O)c1cc(NC(C)=O)c(N(C)C)cc1OC (configuration not stated),-0.8,2,-4,2,7,-1,0,-4,-4,-1
COC(=O)CSCC(=O)Nc1nnc(-c2ccccc2C)s1,-1.4,0,5,11,-5,0,4,-5,-2,-1
CC(=O)Nc1nonc1C(=O)N1CCC(C)CC1,1.4,-2,2,-9,-1,-3,11,-2,0,7
O=C(Nc1ccc2c(c1)OCO2)c1ccccc1,0.5,-2,3,5,-4,1,8,0,-3,-9
C=CC[C@H](CC(=O)OC(C)(C)C)C(=O)OC[C@@H]1CCCN1C(=O)[C@H](CC=C)CC(=O)N[C@H](CO)Cc1ccccc1,-1.4,1,1,3,-1,2,-9,-5,-12,0
O=S1(=O)NC[C@]23C[C@H](c4ccc(F)cc4)[C@@H](C[C@@H]21)O3,2.5,0,-8,-3,1,2,3,3,-7,-2
COc1cccc(N2CCN(Cc3nc(N)nc(Nc4ccccc4)n3)CC2)c1,-0.1,3,2,6,-1,1,-1,-2,1,4
CN1C(=O)[C@H]2[C@@H](C3CC3)N3C(=O)CN(CC4CC4)C(=O)[C@@]3(C)[C@H]2C1=O,-1.1,-4,7,-1,-1,-2,3,-1,7,7
O=C(NNS(=O)(=O)c1ccccc1)c1sccc1-n1cccc1,-2.4,0,10,-3,-2,-1,8,3,4,-1
COc1ccc(C)cc1N(C)C(=O)c1coc(=O)c2ccccc12,-0.8,0,3,-1,3,-2,-2,-4,3,0
O=S(=O)(/C=C/c1ccccc1)n1cnc2ccccc21,1.1,0,9,7,-1,0,3,3,6,-2
COc1ccc(CCN(C)CC(=O)Nc2c(C)cc(C)cc2C)cc1OC,-1.5,-2,-3,0,1,1,6,-10,2,-4
CC1(c2ccc(Cl)cc2)NC(=O)N(CC(=O)NCc2cccs2)C1=O (configuration not stated),-4.3,5,1,1,-4,0,3,1,-16,3
C=CCSc1nc2ccccc2n1C(=O)/C=C/c1cc(OC)c(OC)c(OC)c1,0.1,-1,-5,0,-2,2,6,3,4,-14
C/C(CC(=O)NC(C)C)=N\NC(=O)C(c1ccccc1)c1ccccc1,-1.3,0,-8,4,-1,-3,-12,1,7,-3
Cc1ccccc1-c1nnc2n1N=C(c1ccc(O)c(O)c1)CS2,x,-4,32*,x,-4,14,x,10,-2,14
CN1CCN(C(=S)Nc2cccc(C(F)(F)F)c2)CC1,-1.9,2,4,1,1,-3,3,-3,9,5
O=C(O)[C@H]1CCC(=O)N1Cc1ccco1,1.0,4,-6,2,-2,4,0,2,-7,6
CCCOC(=O)c1c(NC(=O)C2C3C=CC(C3)C2C(=O)O)sc2c1CCC(C)C2 (configuration not stated),3.9,8,7,-7,-16,52*,4,15,3,3
O=C(CS(=O)(=O)Cc1ccccc1)NCc1ccco1,1.4,-1,0,-12,-1,6,1,9,-1,2
CN1OC[C@@H]2CN(S(=O)(=O)c3cccc(C(F)(F)F)c3)[C@H](c3ccc(-c4cccnc4)cc3)C[C@@H]21,-1.2,1,3,4,1,-4,-3,0,-5,4
O=C(NCCN1CCOCC1)c1cc2c(=O)n3ccccc3nc2n1Cc1ccccc1,1.5,2,5,2,3,-3,0,-2,0,-2
N/C(=N\OC(=O)c1ccccc1Cl)c1ccc(Cl)cc1,1.3,-3,-9,-11,0,13,-2,3,-8,-10
CCN(CC)CCN(C(=O)c1ccc(S(=O)(=O)N(C)C2CCCCC2)cc1)c1nc2ccc(OC)cc2s1,-1.1,-1,2,9,-2,0,-18,-3,0,3
CCOc1ccc(NC(=O)CN(C)C(=O)Cn2c(=O)cnc3ccccc32)cc1OCC,-1.9,-1,1,-4,3,-2,9,2,-3,-5
COc1cc(C)c(Cl)cc1S(=O)(=O)n1cnc2ccccc21,-2.4,3,-4,-6,2,-1,-5,3,-4,9
Cc1cc(N)n(-c2ccc(Cl)cc2)n1,-0.5,1,-3,-3,0,-7,1,1,-7,-3

# Compounds above with a COOH group, in the order listed:
SMILES,PG9 binder,LEDGF integ inh,ABHD4 inh,TCR-CD3 inh,NR1D1 modulator,PRMT1 FP inh,HTRA1 inh,rCAG RNA binder,TDP2 absorb,SIAE primary
Cc1ccc2nc(N3CCN(C(=O)CCCC(=O)O)CC3)nc(-c3ccccc3)c2c1,1.7,6,-5,-3,3,0,-4,11,-11,7
O=C(O)c1nn(CCSc2ccccc2F)c(=O)c2ccccc12,0.1,-2,-4,2,6,1,-2,-4,-2,-4
O=C(O)[C@H]1CCC(=O)N1Cc1ccco1,1.0,4,-6,2,-2,4,0,2,-7,6
CCCOC(=O)c1c(NC(=O)C2C3C=CC(C3)C2C(=O)O)sc2c1CCC(C)C2 (configuration not stated),3.9,8,7,-7,-16,52*,4,15,3,3

# Screening results deposited in PubChem by several laboratories.

# A portion of the library; the hit share may differ from the screen's.
